# M1 PAM – human CHRM1 positive allosteric modulation; CHO-K1 hM1, Fluo-8 calcium fluorescence, ACh EC20; 0% = ACh EC20, 100% = maximal ACh; activation, % at 3 µM; hit rate 0.088% among 360,000; AID 588819; in the data active = activation above about 19%, passing the limit was not always enough
# Target sequence (P11229 whole entry, looked up): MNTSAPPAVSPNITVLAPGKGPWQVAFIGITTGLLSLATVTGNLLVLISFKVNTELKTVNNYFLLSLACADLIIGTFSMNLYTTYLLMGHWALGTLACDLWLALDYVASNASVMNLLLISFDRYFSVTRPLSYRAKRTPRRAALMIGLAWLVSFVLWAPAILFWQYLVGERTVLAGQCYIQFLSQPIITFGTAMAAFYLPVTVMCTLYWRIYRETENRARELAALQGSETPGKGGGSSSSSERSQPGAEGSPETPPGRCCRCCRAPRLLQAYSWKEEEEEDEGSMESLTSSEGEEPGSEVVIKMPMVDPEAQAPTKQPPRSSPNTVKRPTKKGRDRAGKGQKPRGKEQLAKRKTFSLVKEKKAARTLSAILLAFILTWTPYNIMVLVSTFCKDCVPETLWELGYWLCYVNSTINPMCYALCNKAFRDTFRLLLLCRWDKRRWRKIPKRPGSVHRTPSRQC
# OXTR potentiate – potentiators of human oxytocin receptor; activation, % at 3 µM; P30559; AID 2445; hit rate 0.061% among 320,000; CHO-OTR cells, Fluo-8 calcium fluorescence, potentiator mode; 0% = oxytocin EC15, 100% = EC100;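 active = activation above that plate's cutoff, the mean activation of tested compounds plus 3 SD, cut at about 6.6% in these data, passing the limit was not always enough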;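 note: 100% uses oxytocin at 75 nM as the full agonist control; some results filed as inactive read as strong as hits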
#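 Assay system: CHO-OTR cells, human receptor / Also added: oxytocin at about EC15, sub-maximal agonist stimulus / Dosing: single dose, 3.0 µM nominal final compound concentration / Incubation: 6 min pre-incubation, 100 s read / Technique: Fluo-8 calcium dye fluorescence / Read-out: % activation vs EC15 and EC100 oxytocin / Benchmarks: EC15 oxytocin low, 75 nM oxytocin high / Replicates: singlicate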
# CHRM4 agonist – agonists of human muscarinic M4 receptor (CHRM4); P08173; CHO-K1 hM4/Gqi5, Fluo-8 calcium fluorescence; vehicle 0%, full acetylcholine response 100%; activation, % at 3 µM; hit rate 0.14% among 360,000; AID 624127;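 active = activation above the run mean over all test wells plus 3 SD, cut at about 32% in these data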;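 note: peak over basal fluorescence ratio per well then scaled between controls; 0% = DMSO wells and 100% = acetylcholine at EC100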
# Target sequence (P08173 whole entry, looked up): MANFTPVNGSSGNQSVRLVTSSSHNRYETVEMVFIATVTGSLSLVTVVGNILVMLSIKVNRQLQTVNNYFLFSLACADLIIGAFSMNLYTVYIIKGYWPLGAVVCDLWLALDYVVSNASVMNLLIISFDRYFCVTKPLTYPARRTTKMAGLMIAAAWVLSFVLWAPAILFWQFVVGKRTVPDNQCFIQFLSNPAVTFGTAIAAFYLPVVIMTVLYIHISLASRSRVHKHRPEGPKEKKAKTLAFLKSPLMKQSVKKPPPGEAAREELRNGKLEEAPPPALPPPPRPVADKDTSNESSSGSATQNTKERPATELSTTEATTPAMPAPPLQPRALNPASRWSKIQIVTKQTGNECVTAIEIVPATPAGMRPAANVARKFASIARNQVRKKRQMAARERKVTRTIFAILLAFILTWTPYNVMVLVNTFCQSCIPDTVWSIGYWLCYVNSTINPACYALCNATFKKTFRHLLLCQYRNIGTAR
# CHO-K1 Ca antag – M1 antagonist counterscreen hit in parental CHO-K1 cells; inhibition, % at 3 µM; hit rate 0.6% among 360,000; ATP-induced calcium, Fluo-8 fluorescence;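 active = inhibition above a per-plate cutoff, the plate's mean sample inhibition plus 3 SD, cut at about 24% in these data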;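 note: 0% = DMSO plus EC80 ATP and 100% = DMSO alone without ATP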
# M4 antag – CHRM4 antagonism in calcium assay; P08173; CHO-hM4 cells, ACh EC80, Fluo-8 calcium fluorescence; inhibition, % at 3 µM; hit rate 0.73% among 360,000; AID 624125;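 active = inhibition above its plate's cutoff, the mean inhibition of sample wells plus 3 SD, cut at about 27% in these data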;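 note: 0% = acetylcholine EC80 with DMSO and 100% = DMSO without agonist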
# CHO parental Ca – signal in parental CHO cells, OX1R antagonist counter-screen. hit rate 0.63% among 330,000. parental CHO-K1, ATP-induced calcium, Fluo-8 fluorescence. inhibition, % at 5.6 µM. AID 463079;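 active = inhibition above that plate's mean sample inhibition plus 3 SD, cut at about 26% in these data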;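 note: 0% = ATP-challenged DMSO wells and 100% = DMSO wells without ATP; some compounds past the cut are filed as inactive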
#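 Test system: parental CHO cells; detection: calcium-sensitive Fluo-8 fluorescence; evaluation: percent inhibition of calcium signal; also added: ATP as calcium-mobilizing challenge; repeats: one well per compound; control set: ATP-challenged DMSO wells low, unchallenged DMSO wells high; compound: single nominal dose of 5.6 µM per compound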
# CHRM1 agonist – human M1 muscarinic receptor agonism; P11229; CHO-K1 hM1, Fluo-8 calcium fluorescence, agonist mode; 0% DMSO, 100% acetylcholine EC100; activation, % at 3 µM; hit rate 0.33% among 360,000; AID 588814;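 active = activation above the run's mean compound activation plus 3 SD, cut at about 16% in these data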;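 note: peak over basal fluorescence ratio within a 140 s kinetic read after compound addition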
# CHRM1 antagonist – blocks human M1 muscarinic receptor. P11229. CHO-K1 hM1, Fluo-8 calcium fluorescence, ACh EC80 antagonist. inhibition, % at 3 µM. hit rate 1.3% among 360,000;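 active = percent inhibition above its own plate's cutoff, namely the mean of that plate's compound wells plus 3 SD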;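 note: peak over basal fluorescence ratio during 140 s after agonist addition; 0% = ACh EC80 plus DMSO and 100% = DMSO alone without agonist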
# CHO-K1 Ca ag – nonselective activator or artifact in parental CHO-K1 cells. AID 602248. hit rate 0.48% among 360,000. activation, % at 3 µM. Fluo-8 calcium fluorescence; scaled to maximal ATP response, vehicle zero; in the data active = activation above about 15%;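 note: untransfected CHO-K1 host cells lacking M1 receptor as counterscreen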
# Active calls of the source: *; . = not tested or not shown.
SMILES,M1 PAM,OXTR potentiate,CHRM4 agonist,CHO-K1 Ca antag,M4 antag,CHO parental Ca,CHRM1 agonist,CHRM1 antagonist,CHO-K1 Ca ag
O=C(CSc1nccc(=O)[nH]1)N1CCc2ccccc2C1,-6,0,1,-6,-5,-11,-1,12,-0.3
COc1cc(/C=C2/C(=N)N3N=C(C)SC3=NC2=O)ccc1OS(=O)(=O)c1ccc(C)cc1,-2,-6,1,-5,6,13,-6,8,0.7
CCOc1cc(/C=N/Nc2nncc(-c3ccccc3)n2)ccc1O,0,0,6,8,6,-20,-7,8,2.8
CC(C)Cn1cc(Cl)c(=O)n(CC(C)C)c1=O,5,-10,2,4,-9,1,-1,3,-0.2
Cc1cc(C(F)F)nn1CC(=O)NC1C(=O)N2C(C(=O)O)=C(CSc3nnnn3C)CSC12 (stereo not given),10,-5,1,-24,-6,-6,-3,-6,1.5
CS(=O)(=O)c1ccc(N)cc1,11,-3,0,-9,3,2,-3,-18,1.2
CN(C)c1ccc(CNS(=O)(=O)c2ccc3c(c2)C(C)(C)C(=O)N3C)cc1,-3,-9,3,2,2,7,-3,9,0.5
CC(C)(C)c1cc(CCC(=O)NCC2CCCO2)cc(C(C)(C)C)c1O (stereo not given),5,-1,0,-11,-7,-22,-3,-8,-0.3
COc1cc2c(ccc3cc(OC)c(OC)c(O)c32)cc1O,-8,-6,1,4,-2,-7,-4,16,0.8
CCCCn1c(C(C)NC(=O)CCC)nc2ccccc21 (stereo not given),2,-3,1,-9,-12,1,-3,-6,0.4
COc1cc(OC)c(N(C)S(=O)(=O)c2cccc(C(=O)Nc3nnc(C4CC4)s3)c2)cc1Cl,4,-2,1,2,-8,-10,-3,-4,0.8
C/C=C/C(=O)OCC(=O)Nc1cc(OC)c([N+](=O)[O-])cc1C,6,-7,5,-12,-6,-8,-2,-2,2.8
Cc1nn(CC(N)=O)c(=O)c2ccccc12,2,-25,1,-15,-1,7,-2,-4,0.4
COc1ccccc1C(=O)Nc1c(C(=O)N(CCN(C)C)Cc2ccco2)oc2ccccc12,-1,-12,20,3,4,-6,4,10,11
CCOCCCNS(=O)(=O)c1ccccc1,4,-1,0,-6,-5,-5,-3,-1,0.6
Fc1ccc(-c2csc(Nc3ccccn3)n2)cc1,-6,-15,-2,-7,-12,-22,-8,-7,-0.2
CCn1c(SCC(=O)N(C)CCC#N)nc2cc(S(=O)(=O)N3CCOCC3)ccc21,1,-1,1,-4,-8,-2,-2,4,0.4
OCCOCCn1c(C(CO)Nc2nc(-c3ccc(Cl)cc3)cs2)nc2ccccc21 (stereo not given),-5,-13,6,-8,4,-3,-1,7,0.6
COCCNC(=O)c1ccccc1-c1nc(-c2ccccc2Cl)no1,-4,-4,4,1,-1,-3,-5,-1,5.7
CCOC(=O)/C(=C\c1ccc(Cl)cc1)c1nc2sc(C)c(C)c2c(=O)[nH]1,17,-2,1,-1,2,-12,-8,-9,3.9
O=C(CCC(=O)c1cccs1)OCC(=O)c1ccccc1F,1,.,1,-3,6,.,-5,8,0.8
O=C(NS(=O)(=O)Oc1ccc(F)cc1F)OC[C@@H]1CCCN2CCCCC12 (stereo not given in full),5,2,2,5,-10,10,-2,0,0.3
Cc1ccc(N2CC(C(=O)OCc3ccc([N+](=O)[O-])cc3)CC2=O)cc1 (stereo not given),-4,-9,-1,-4,-6,-16,-5,8,-0.1
Cc1ccc(CS/C(Nc2ccccc2C)=C(\C#N)C(N)=O)c(C)c1,-11,-7,-3,-1,4,-36,-10,10,-0.2
Cc1nn(CC(=O)NC2CCS(=O)(=O)C2)c(C)c1[N+](=O)[O-] (stereo not given),7,0,3,-17,-1,2,-1,-13,0.4
CCN(C(=O)CSc1nc2nc(C)cc(C)n2n1)c1ccccc1,9,-3,1,-22,-8,1,-5,-9,0.9
CCC1CCCCN1C(=O)Cn1c(C(=O)OC)cc2ccsc21 (stereo not given),2,-3,1,-6,7,-15,-5,-6,-0.1
Cc1ccc(CNC(=O)Cn2ccc(NC(=O)OCc3ccccc3)nc2=O)o1,7,1,1,-7,6,-5,-1,-15,0.3
CN(C)c1ccc(C=C2C=C(c3ccccc3)OC2=O)cc1,7,.,3,-13,-17,.,-2,-14,0.9
O=C(N/N=C1/CC2CCC1C2)c1cc2ccccc2cc1O (stereo not given),-5,-2,1,-1,13,-2,-2,10,0.8
O=C(Cn1ncc2c([nH]c3ccccc32)c1=O)N1CCCCC1,1,-8,2,-6,5,-7,-1,-5,0.9
CNC(=S)Nc1ccc(OCc2ccccc2)cc1,6,-1,1,-14,0,-5,-4,-6,2.5
O=C(O)c1cccc(NC(=S)NC(NC(=O)c2ccco2)C(Cl)(Cl)Cl)c1 (stereo not given),23,-4,1,-10,-13,-10,-2,-18,0.1
CCCCn1c2ccccc2c2nnc(SCCN3CCCCC3)nc21,-28,.,3,15,20,.,-10,55*,0.1
CCOc1ccccc1Oc1cn[nH]c1-c1ccc(OC)cc1O,5,-14,-1,15,15,2,0,-5,-0.2
CN(CC(=O)Nc1ccc(C(N)=O)cc1)S(=O)(=O)c1ccc2c(c1)OCCO2,3,2,3,-14,-8,-4,-2,-14,0.6
CCOC(=O)C1Nc2ccc(C(F)(F)F)cc2C2c3ccccc3CC12 (stereo not given),8,-7,1,-23,-12,-4,0,-10,1.0
O=C(O)c1ccccc1-n1cnnn1,5,0,0,-7,-2,-9,-1,-9,1.0
Cc1ccc(-c2nc3c(c(=O)[nH]c(=O)n3CC(C)C)n2CC(C)C)cc1[N+](=O)[O-],-1,-3,1,-9,5,-19,-5,-3,0.7
Cc1ccccc1C(=O)NC1CC2CCCC(C1)N2Cc1ccccc1Cl (stereo not given),-1,.,-1,-13,0,.,-9,-4,0.3
Cc1ccc(CCNC(=O)CCS(=O)(=O)c2ccc3c(c2)oc(=O)n3C)cc1,-7,-4,2,1,2,-19,-3,12,0.3
O=C(NCc1ccccc1)C1=C[C@H](c2coc3ccccc3c2=O)C[C@H](OCCCCO)O1,-7,-12,1,17,17,-33,-5,12,-0.2
O=C(NCCC(c1ccccc1)c1ccccc1)c1cnc2sccn2c1=O,10,-12,0,-15,-4,-18,-3,-13,0.4
CC(C)(C)c1cc(C(=O)NNC(=O)Nc2ccccc2)n(Cc2ccccc2)n1,4,-1,7,2,7,17,-2,-8,5.0
Cc1sc2ncnc(SC(C)C(=O)N3c4ccccc4Sc4ccccc43)c2c1C (stereo not given),1,-7,-1,-15,-6,-21,-9,-3,-0.2
COc1ccccc1C(=O)NNC(=O)CN1C(=O)c2ccccc2C1=O,13,-2,2,-8,1,-7,-3,-15,1.0
Cn1c(-c2ccc(Cl)cc2)cnc1NCc1cc2c(cc1[N+](=O)[O-])OCO2,-12,-3,1,-1,16,-19,-10,5,0.5
O=S(=O)(NC1=NCCCCC1)c1ccc(F)cc1F,-2,-5,0,-18,-10,-7,-6,-1,0.9
Cc1oc(-c2ccccc2)nc1C(=O)OCC(=O)NCc1ccc(F)cc1,-1,.,1,0,-3,.,-3,-3,-0.3
CCC1(CC)NC(=O)N(CC(=O)Nc2ccc(C)cc2C)C1=O,13,0,1,-24,-2,-13,-4,-18,1.0

# Carrying on.
SMILES,M1 PAM,OXTR potentiate,CHRM4 agonist,CHO-K1 Ca antag,M4 antag,CHO parental Ca,CHRM1 agonist,CHRM1 antagonist,CHO-K1 Ca ag
CCCCOC(=O)Nc1nc(CC(=O)OCC)cs1,9,-5,0,-11,1,-12,-1,-10,0.4
C[C@@H](C(=O)Nc1ccc2c(c1)OCCO2)n1nnc2ccccc2c1=O,3,-16,3,-3,2,-5,-2,-3,0.8
Nc1ccc2c(c1)Cc1cc(N)c(Br)cc1-2,3,.,0,-13,-1,.,-4,-7,0.9
CCOc1cc(N2CCOCC2)c(OCC)cc1NC(C)C(=O)N1CCC(C)CC1 (stereo not given),9,-1,-1,-11,-11,-22,-7,-9,-0.2
Cc1cccc(NC(=S)NC(C)CCc2ccccc2)c1 (stereo not given),-4,-9,4,-4,-2,-17,-5,1,5.1
CNC(=O)C1CN(C(=O)c2nn(Cc3ccccc3)c(=O)c3ccccc23)c2ccccc2O1 (stereo not given),-7,.,4,8,2,.,-6,5,1.2
COc1ccc(NS(=O)(=O)c2ccc(NS(C)(=O)=O)cc2)cc1,5,-2,1,-6,-4,7,-2,-8,1.1
O=C(Nc1ccccc1Cl)c1cc(S(=O)(=O)N2CCOCC2)cs1,9,6,2,-10,3,-6,-5,-8,0.4
CCOc1ccc(/C(O)=C2/C(=O)C(=O)N(CC3CCCO3)C2c2ccc(C)o2)cc1 (stereo not given),6,-11,0,-5,9,0,1,-7,0.0
Cc1ccc2oc(=O)c(/C=C(\O)c3ccco3)nc2c1,1,-1,0,-3,-4,-2,-1,-2,0.8
Cc1ccc(C)c(CSCC(=O)NCc2cccs2)c1,9,-15,-1,-4,1,-25,-5,-11,0.2
Cc1ccc(C(=O)N2CC(=O)Nc3ccc(F)cc3C2c2ccccc2)cc1 (stereo not given),6,-1,4,1,-11,-14,-1,-1,1.1
CC(=O)ON1C(C)(C)CC(OC(=O)c2ccccc2)CC1(C)C,8,-3,0,-3,6,-16,-4,-8,0.2
COc1ccc(C(=O)NCC(=O)OCc2cccc(Br)c2)cc1,-5,-10,3,-9,1,-26,-6,3,1.0
O=C(O)CSC1c2ccccc2C(=O)N1Cc1ccccc1 (stereo not given),7,1,0,11,6,-5,0,-4,0.3
COc1ccc(F)cc1C(=O)C1CCCN(Cc2c(C)n(C)n(-c3ccccc3)c2=O)C1 (stereo not given),-32,-2,0,7,2,-15,-14,36*,1.7
CCc1cccc2c(C(=O)CN3C(=O)NC4(CCCCCC4)C3=O)c[nH]c12,6,-4,3,-13,-8,6,-4,-2,1.0
O=C(Nc1ccccc1C(=O)N1CCN(Cc2ccccc2)CC1)c1ccc(F)cc1,2,-6,4,-11,8,-21,-3,-4,3.0
Cc1cc(C(=O)CSC(C)c2nc3ccccc3c(=O)[nH]2)c(C)n1C (stereo not given),-1,-9,1,12,7,-8,-5,2,0.2
O=C(CN(C(=O)c1csnn1)c1cccc2ccccc12)NCc1ccc(F)cc1,7,-8,5,-15,-13,-24,-1,-8,1.7
O=C(c1sc2cc([N+](=O)[O-])ccc2c1Cl)N1CCCCC1,-5,-4,1,3,0,-13,-8,1,0.5
Cc1ccc(-n2nc3c(c2NC(=O)c2ccc(S(=O)(=O)N4CCOCC4)cc2)CSC3)c(C)c1,-4,-4,2,-13,0,2,-4,-7,0.4
